Screening results as filed in PubChem BioAssay.
RGS4 block – human RGS4 inhibition | P49798 | HEK293 M3R/RGS4 inducible, Fluo-4 calcium flux; active compounds read high; triggered by carbachol at its EC20 | B-score at 10 µM | actives 0.45% (n = 310,000) | AID 463165;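 active = B-score, a plate-corrected calcium signal, over three deviations above library mean, with baseline fluorescence within five deviations of library mean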;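 also: RGS4 expression induced by doxycycline in cells with stable M3 receptor; B-score is computed from the integrated fluorescence ratio over baseline after carbachol; higher B-score means a larger calcium signal and so more RGS4 inhibition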
KCNQ1 block – inhibitors of human KCNQ1 potassium channel | CHO-K1 KCNQ1, FluxOR thallium flux fluorescence; active compounds read high | B-score at 10 µM | actives 1.3% (n = 310,000) | AID 2642 | P51787;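 active = compounds whose thallium flux B-score, printed positive for inhibition, exceeds three library SD while starting fluorescence stays within three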;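 also: channel opened by potassium depolarization with thallium stimulus after 20 min compound exposure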
RGS4 act – RGS4 potentiation or activation | HEK293 M3R/inducible RGS4, carbachol calcium flux Fluo4; active compounds read low | B-score at 10 µM | actives 0.92% (n = 310,000);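 active = B-score of the integrated calcium signal more than 4 SD below the library mean, with starting fluorescence not abnormally high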;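 also: negative B-score means reduced calcium response which marks RGS4 activation or potentiation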
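Reagent: ECmax carbachol challenge; Test system: M3R-expressing HEK293 line, RGS4 induced by doxycycline; Schedule: overnight RGS4 induction, 30 min dye load 37 °C, 20 min compound RT; Detection: calcium dye Fluo4 fluorescence; Read-out: Agonist-evoked peak-minus-minimum fluorescence over baseline, integrated ratio, B score.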
MrgX1 ag – human MrgX1 receptor agonism, primary screen. B-score at 10 µM. Q96LB2. MrgX1-HEK293 cells, Fluo-4 calcium fluorescence, agonist mode; active compounds read high. AID 588627. actives 0.44% (n = 310,000);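 active = calcium response B-score plate-corrected fluorescence ratio at least 3 library SD, with starting fluorescence B-score inside 5 SD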
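Material – MrgX1-expressing HEK293 cells · Input – 15,000 cells seeded per well · Dosing – compound as first of three additions · Times – overnight seeding, then 1 h dark dye loading · Measured by – kinetic Fluo-4 NW fluorescence of intracellular calcium · Read-out – B-scored fluorescence response ratio · Benchmarks – positive and negative control wells on each plate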
TMEM16A act – activators or potentiators of mouse TMEM16A chloride channel | Q8BHY3 | HEK293 TMEM16A/YFP-H148Q/I152L, iodide quench fluorescence; active compounds read low | B-score at 10 µM | actives 0.3% (n = 340,000);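 active = fluorescence-ratio B-score plate-corrected deviation score at least 3 library SD below zero, with starting fluorescence score within 5 deviations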;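 also: channel opened by trigger with iodide after compound preincubation; score built on the fluorescence ratio of max minus min over baseline; more negative score means more quench and so TMEM16A activation or potentiation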
Target sequence (Q8BHY3 whole entry, looked up): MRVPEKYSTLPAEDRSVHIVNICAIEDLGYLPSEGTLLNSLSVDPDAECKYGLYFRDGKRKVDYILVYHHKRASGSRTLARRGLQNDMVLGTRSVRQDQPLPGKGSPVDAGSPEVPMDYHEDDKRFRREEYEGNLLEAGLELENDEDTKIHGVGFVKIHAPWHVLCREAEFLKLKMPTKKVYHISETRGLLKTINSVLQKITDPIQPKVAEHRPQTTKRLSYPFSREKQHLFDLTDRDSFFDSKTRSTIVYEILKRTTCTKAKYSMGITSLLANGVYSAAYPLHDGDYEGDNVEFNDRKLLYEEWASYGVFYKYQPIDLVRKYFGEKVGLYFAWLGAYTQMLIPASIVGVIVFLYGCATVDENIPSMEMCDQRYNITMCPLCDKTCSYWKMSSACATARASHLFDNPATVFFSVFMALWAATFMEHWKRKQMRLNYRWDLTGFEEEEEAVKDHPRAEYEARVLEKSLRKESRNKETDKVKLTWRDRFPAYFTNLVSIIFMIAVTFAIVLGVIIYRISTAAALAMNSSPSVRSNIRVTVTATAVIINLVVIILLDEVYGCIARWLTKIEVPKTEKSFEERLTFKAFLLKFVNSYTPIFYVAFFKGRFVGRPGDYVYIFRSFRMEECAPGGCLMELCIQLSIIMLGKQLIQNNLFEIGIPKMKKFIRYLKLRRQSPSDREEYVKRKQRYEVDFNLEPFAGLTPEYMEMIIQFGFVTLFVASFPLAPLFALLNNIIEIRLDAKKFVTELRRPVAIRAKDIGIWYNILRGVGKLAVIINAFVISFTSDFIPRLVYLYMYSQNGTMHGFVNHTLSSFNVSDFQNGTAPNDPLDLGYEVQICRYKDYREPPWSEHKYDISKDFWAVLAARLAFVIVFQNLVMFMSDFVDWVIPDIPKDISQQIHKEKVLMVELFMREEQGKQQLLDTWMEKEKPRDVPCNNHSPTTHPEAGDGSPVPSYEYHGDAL
MrgX1 PAM – allosterically activates human MrgX1 receptor signaling. actives 0.63% (n = 310,000). B-score at 10 µM. MrgX1-HEK293, Fluo-4 calcium flux, FDSS; active compounds read high;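 active = plate-corrected calcium response at least 3 library SD above typical, normal starting fluorescence, not activating the receptor alone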;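 also: compound read alongside a low EC10 to EC30 dose of BAM8-22 agonist; peak minus trough fluorescence over baseline measured at the second addition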
KCNQ1 pot – potentiates or activates the human KCNQ1 potassium channel. P51787. CHO-K1 KCNQ1, thallium flux FluxOR fluorescence; active compounds read high. B-score at 10 µM. actives 0.35% (n = 310,000). AID 2648;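 active = fluorescence ratio B-score, a plate-corrected score, at least three library SD, with initial intensity B-score within 5 SD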
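System: CHO-K1 cells stably expressing KCNQ1 / Medium: assay buffer for compound exposure, DMSO matched across wells / Reagent: thallium- and potassium-containing depolarizing buffer / Compound: one concentration, matched DMSO / Incubation: 20 min compound pretreatment at room temperature / Measured by: kinetic FluxOR fluorescence, 10 s baseline plus 110 s post-stimulus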
TMEM16A inh – blocks the mouse calcium-activated chloride channel TMEM16A; Q8BHY3; HEK293 TMEM16A/YFP iodide influx fluorescence, ionomycin; normalized B-score (activity score, 25-100; higher = stronger inhibition) at 10 µM; actives 1.2% (n = 310,000); AID 588511;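 active = ratio plate-corrected score three or more library SD toward inhibition, starting fluorescence score within five deviations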;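 also: score derived from kinetic fluorescence span divided by baseline fluorescence per well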
KCNK9 block – blocks the human KCNK9 two-pore domain potassium channel | HEK293 KCNK9, FluxOR thallium flux fluorescence; active compounds read low | AID 488922 | actives 1.2% (n = 310,000) | B-score at 10 µM | Q9NPC2;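 active = ratio B-score over 3 SD below the library mean, with starting fluorescence within 5 SD of its mean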;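 also: negative B-score means less thallium flux so channel inhibition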
hERG rescue – shields human hERG channel from block by proarrhythmic agents; CHO-hERG, FluxOR thallium flux, dofetilide IC70 present; activation (rescue from dofetilide block), less the hit threshold, % at 10 µM; actives 0.51% (n = 310,000); Q12809;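 active = activation above the mean of controls blocked by dofetilide plus 5 SD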;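 also: thallium influx through hERG after potassium depolarization seen as dye fluorescence rise; in these data hits start at about 4.7%; inactives centre near -7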
KCNK3 inh – human KCNK3 channel inhibition, primary screen. O14649. CHO-KCNK3 thallium flux, FluxOR fluorescence; active compounds read low. B-score at 10 µM. actives 0.84% (n = 340,000). AID 602410;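 active = B-score under library mean minus 4 SD, starting fluorescence ratio at most library mean plus 5 SD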;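 also: more negative B-score means stronger inhibition of thallium flux through KCNK3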
* = called active by the depositor; i = inactive; / = not tested or not shown.

SMILES	RGS4 block	KCNQ1 block	RGS4 act	MrgX1 ag	TMEM16A act	MrgX1 PAM	KCNQ1 pot	TMEM16A inh	KCNK9 block	hERG rescue	KCNK3 inh
Cc1cc(C)nc(NC2=NCCN2C(=S)Nc2ccc(C)c(C)c2)n1	i	i	i	i	i	i	i	i	i	-8.0	i
COc1ccc([N+](=O)[O-])cc1NC(=O)CCC(=O)c1cccs1	i	i	i	i	i	i	i	i	i	-2.7	i
NC(=O)CC(NC(=O)Cc1cccc2ccccc12)c1ccc(N2CCC(Br)CC2)c([N+](=O)[O-])c1 (stereo not drawn)	i	i	i	i	i	i	i	i	i	2.7	i
CN1CCN(C(=O)c2ccc(Cl)c(S(=O)(=O)N3CCCCC3)c2)CC1	i	i	i	i	i	i	i	i	i	-7.2	i
Cc1c(C(=O)N2CCOCC2)sc(NC(=O)CCl)c1C#N	i	i	i	i	i	i	i	i	i	-10.3	i
O=C(O)CC(C(=O)Nc1cccc(C(F)(F)F)c1)C1CCCO1 (stereo not drawn)	i	i	i	i	i	i	i	i	i	-11.3	i
COc1ccc(/C=N/NC(=O)c2cc(-c3cccn3C)n[nH]2)cc1OC	i	i	i	i	i	i	i	i	i	-16.5	i
CCOC(=O)C(C)CC(C)C(=O)N1CCOCCOCCN(C(=O)C(C)CC(C)C(=O)OCC)CCOCC1 (stereo not drawn)	i	i	i	i	i	i	i	i	i	-4.2	i
Cc1cccc(NC(=O)CCCN2C(=S)NC(C)(C)CC2C)c1C (stereo not drawn)	i	i	i	i	i	i	i	i	i	-9.9	i
COc1cccc(OC)c1CNC(=O)C1CCC(=O)N(CC2CCCCC2)C1 (stereo not drawn)	i	i	i	i	i	i	i	i	i	-10.8	i
Cn1ncc(Cl)c1C(=O)Nc1ccc(Cl)cn1	i	i	i	i	i	i	i	i	i	-4.5	i
Cc1ccc(-n2nc(-c3ccc(OC(F)(F)F)cc3)cc2N)cc1C	i	i	i	i	i	i	i	i	i	-0.9	i
O=[N+]([O-])c1ccc(-c2csc(NN=C3CCCC3)n2)cc1	i	i	i	i	i	i	i	i	i	-10.5	i
O=S(=O)(c1ccc(Cl)s1)N1CCC2(CC1)OCCO2	i	i	i	i	i	i	i	i	i	-5.2	i
CC(C)(C)[C@H]1C=C(C(=O)NCc2nc3ccccc3[nH]2)O[C@@H](OCc2ccc(CO)cc2)C1	i	i	i	i	i	i	i	i	i	-12.6	i
COCCOc1ccc(C(F)(F)F)cc1NC(=O)COC(=O)c1cc[n+]([O-])cc1	i	i	i	i	i	i	i	i	i	-5.9	i
CC(=O)c1cccc(NC(=O)CN2C(=O)NC3(CCCCCCC3)C2=O)c1	i	i	i	i	i	i	i	i	i	-11.7	i
Cc1ccc(-c2cc([C@H]3[C@H]4C=CC[C@@H](C)[C@@H]4C(=O)N3Cc3ccccc3)ccc2F)cc1	i	i	i	i	i	i	i	i	i	-6.6	i
COCC1CCCCN1C(=O)c1ccc(OC)c(OC2CCN(C(C)C)CC2)c1 (stereo not drawn)	i	i	i	i	i	i	i	i	i	-8.1	i
CCOC(=O)c1cc(C)sc1/N=C/C1C(=O)CCCC1=O	i	i	i	i	i	i	i	i	i	0.3	i
Cc1ccc(/C=N/N2CCN(c3ccncc3S(=O)(=O)N3CCCCC3)CC2)cc1	i	i	i	i	i	i	i	i	i	-8.1	i
COc1ccccc1CNC(=O)c1cccs1	i	i	i	i	i	i	i	i	i	-9.1	i
Cc1nc(SCC(=O)c2cc3ccccc3oc2=O)c(C#N)c(-c2cccs2)c1C(=O)Nc1ccccc1	i	i	i	i	i	i	i	i	i	-8.9	i
CCN(CC)S(=O)(=O)c1ccc(/C=C/C(=O)OCC(=O)NCc2ccc3c(c2)OCO3)cc1	i	i	i	i	i	i	i	i	i	2.7	i
CC(=O)c1ccc(NC(=O)COC(=O)C2C3CC4OC(=O)C2C4C3)cc1 (stereo not drawn)	i	i	i	i	i	i	i	i	i	-6.2	i

Next part.
SMILES	RGS4 block	KCNQ1 block	RGS4 act	MrgX1 ag	TMEM16A act	MrgX1 PAM	KCNQ1 pot	TMEM16A inh	KCNK9 block	hERG rescue	KCNK3 inh
Cc1cc(C)nc(Sc2ccc(/C=C(\C#N)C(N)=O)o2)n1	i	i	i	i	i	i	i	i	i	-7.6	i
O=c1sc2ccccc2n1Cc1ccccc1	i	i	i	i	i	i	i	i	i	-5.5	i
Cc1cccc(NC(=O)NNC(=O)COc2ccc([N+](=O)[O-])cc2)c1C	i	i	i	i	i	i	i	i	i	-2.9	i
Cc1ccnc(NC(=O)CCNC(=O)c2ccccc2Cl)c1	i	i	i	i	i	i	i	i	i	-8.1	i
COC(=O)c1sccc1NC(=O)Nc1ccc(F)cc1F	i	i	i	i	i	i	i	i	i	-3.6	i
COc1ccc(CNC(=O)CN2C(=O)COc3ccc(S(=O)(=O)NC4CCCC4)cc32)cc1	i	i	i	i	i	i	i	i	i	-6.4	i
c1ccc2c(c1)c1ccccc1n2CN1CCOCC1	i	i	i	i	i	i	i	i	i	-11.7	i
Cn1c(C(=O)NC2CCCCC2)cc2c(=O)n(C)c3ccccc3c21	i	i	i	i	i	i	i	i	i	-14.7	i
Cc1cc(C)c(C)c(S(=O)(=O)N2CCN(CC(=O)Nc3sccc3C#N)CC2)c1C	i	i	i	i	i	i	i	i	i	-0.6	i
c1ccc(CSc2ncn[nH]2)nc1	i	i	i	i	i	i	i	i	i	-9.1	i
FC(F)(F)c1nnc2ccc(NCn3nnc4ccccc43)nn12	i	i	i	i	i	i	i	i	i	-8.4	i
CCCCC(CC(O)COCCC)C(=O)NN (stereo not drawn)	i	i	i	i	i	i	i	i	i	-4.2	i
CCc1cccc(CC)c1NC(=O)Cn1c(-c2ccccc2Cl)nc2ccccc21	i	i	i	i	i	i	i	i	i	-5.4	i
CC1(C)Oc2ccc(C(=O)Nc3ccccc3)cc2N(CC#N)C1=O	i	i	i	i	i	i	i	i	i	-8.6	i
O=C(CNc1ccccc1)N/N=C/c1c[nH]c2ccccc12	i	i	i	i	i	i	i	i	i	-6.5	i
CC(C)N(C(=NCc1ccccc1)NC(=O)c1ccccc1)C(C)C	i	i	i	i	i	i	i	i	i	-7.0	i
CCCCC#Cc1ccccc1CC(=O)Nc1ccccc1	i	i	i	i	i	i	i	i	i	-5.8	i
COc1ccccc1NCC(=O)N/N=C(\C)c1cccs1	i	i	i	i	i	i	i	i	i	-1.8	i
CCOc1ccccc1NC(=O)c1cccc2c1C(=O)N(C1CCCCC1)C2	i	i	i	i	i	i	i	i	-9.08*	-8.8	-10.8*
FC(F)(F)Oc1ccc(NC(=S)Nc2ccccc2N2CCOCC2)cc1	i	i	i	i	i	i	i	i	i	-12.7	i
Cn1c(SCC(=O)Nc2ccc(N3CCOCC3)c(Cl)c2)nnc1-c1ccccc1	i	i	i	i	/	i	i	i	i	-8.1	/
CC1=CC(=O)C(C(C)C)=CC1=NC(=O)c1ccc(C)cc1	i	i	i	i	i	i	i	i	i	-6.6	i
O=C(Oc1ccc(-c2nccc(-c3ccccn3)n2)cc1)c1cccc(C(F)(F)F)c1	/	/	/	i	i	i	/	i	/	/	i
O=C(CN1C(=O)NC2(CCc3ccccc32)C1=O)c1ccc(Cl)cc1 (stereo not drawn)	i	i	i	i	i	i	i	i	i	-17.0	i
Nc1c(Cl)c(Cl)nc(C(=O)OCC(=O)NC2CCCCC2)c1Cl	i	i	i	i	i	i	i	i	i	-12.2	i

Next part:
SMILES	RGS4 block	KCNQ1 block	RGS4 act	MrgX1 ag	TMEM16A act	MrgX1 PAM	KCNQ1 pot	TMEM16A inh	KCNK9 block	hERG rescue	KCNK3 inh
COc1ccc(CCNC(=S)c2ccccc2)cc1OC	i	i	i	i	i	i	i	i	i	-8.7	i
CC(O)[C@H]1CNC(=O)C(=O)N1CCc1cccc(F)c1 (stereo partly drawn)	i	i	i	i	i	i	i	i	i	-6.0	i
Cn1c(Cc2ccccc2)nnc1SCC(=O)Nc1ccc2c(c1)OCO2	i	i	i	i	i	i	i	i	i	-7.3	i
CN1CCN(C(=O)C2=C[C@@H](C3CCCCC3)C[C@@H](OCc3ccc(CO)cc3)O2)CC1	i	i	i	i	i	i	i	i	i	-4.6	i
CCN1C(=O)c2cccc3c(S(=O)(=O)N4CCCC4C(=O)O)ccc1c23 (stereo not drawn)	i	i	i	i	i	i	i	i	i	-6.6	i
CCN1C(=O)[C@H]2[C@@H](c3ccc(C)cc3)N3C(=O)N(c4ccc(C)cc4)C(=O)[C@@]3(Cc3ccc(Cl)cc3)[C@H]2C1=O	i	i	i	i	i	i	i	i	i	-0.5	i
CCOc1ccccc1N(CC(=O)Nc1ccc(S(=O)(=O)N2CCOCC2)cc1)S(C)(=O)=O	i	i	i	i	i	i	i	i	i	-9.3	i
CCc1ccc(C2CC(=O)N3CN(c4ccccc4)CSC3=C2C#N)cc1 (stereo not drawn)	i	i	i	i	i	i	i	i	i	-1.8	i
CCOC(=O)c1ccc(NC(=O)C2(c3ccccc3)CCOCC2)cc1	i	i	i	i	i	i	i	i	i	-4.4	i
CCOC(=O)c1nn(-c2ccccc2F)c2nc(-c3ccco3)c(C#N)c(=O)n12	i	i	i	i	i	i	i	i	i	-6.2	i
Clc1ncccc1-c1nnn(-c2ccccc2Br)n1	i	i	i	i	i	i	i	i	i	-4.5	i
Nc1c2c(nc3cccc(Cl)c13)N(c1ccccc1)CC2	i	i	i	i	i	i	i	i	i	-0.9	i
CCC(CC)NC(=O)Cc1ccccc1[N+](=O)[O-]	i	i	i	i	i	i	i	i	i	-6.4	i
CCCCCCN=C(C)c1ccccc1O	i	i	i	i	i	i	i	i	i	-6.3	i
O=C(CCC1CCCN(C(=O)c2cncs2)C1)NCc1ccc(F)c(F)c1 (stereo not drawn)	i	i	i	i	i	i	i	i	i	-2.1	i
CCCCc1cc(=O)oc2c(C)c(OCC(=O)NCCN3CCOCC3)ccc12	i	i	i	i	i	i	i	i	i	-8.3	i
